Bioassay records: PubChem BioAssay, several laboratories
SF-1 act: activators of human nuclear receptor SF-1. CHO-K1 Gal4-SF-1 LBD luciferase reporter; % increase over DMSO SF-1-specific signal. activation, % at 10 µM. 65,000 tested, 1.9% active. AID 522;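 active means activation above the mean activation of all tested compounds plus 3 SD, cut at about 50% in these data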
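Material: CHO-K1 cells with Gal4–hSF-1 LBD chimera plus Gal4-driven luciferase / Input: 4,000 CHO-K1 cells per well / Incubation: compound exposure 20 h at 37 °C / Signal: luminescence read 15 min after SteadyLite luciferase reagent, after room-temperature equilibration / Read-out: percent activation versus DMSO / Benchmarks: DMSO negative control and −SF1 background wells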
HEK293 NFkB inh: inhibitors of the PMA/ionomycin-induced NF-kB reporter in HEK293 cells; inhibition, % at 3 µM; 62,000 tested, 0.21% active; AID 465; HEK-293 NF-kB luciferase reporter, luminescence;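 active means inhibition above the mean of all tested compounds plus 3 SD, cut at about 40% in these data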;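 further: 0% = stimulated DMSO wells and 100% = 10 µM reference inhibitor 5653914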
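Material: HEK-293 cells with stable firefly luciferase reporter driven by four HIV NF-kB elements / Also added: PMA plus ionomycin mix as NF-kB-activating stimulus / Compound dosing: 3 µM once, 0.30% DMSO / Times: 1 h pretreatment, 16 h stimulation, 37 °C / Signal: luminescence / Evaluation: per-plate % inhibition versus controls / Benchmarks: DMSO and 10 µM reference inhibitor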
TNAP act mid DEA: human TNAP activation, intermediate phosphate acceptor | P05186 | purified TNAP, CDP-star luminescence, 100 mM DEA, 30 min; stronger effect = higher value; scale: 0 levamisole-inhibited, 1 vehicle-only enzyme | activation factor at 20 µM | 64,000 tested, under 10 active;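 active means activation factor of at least 2 at 20 µM, relative to controls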
Target sequence (P05186 whole entry, looked up): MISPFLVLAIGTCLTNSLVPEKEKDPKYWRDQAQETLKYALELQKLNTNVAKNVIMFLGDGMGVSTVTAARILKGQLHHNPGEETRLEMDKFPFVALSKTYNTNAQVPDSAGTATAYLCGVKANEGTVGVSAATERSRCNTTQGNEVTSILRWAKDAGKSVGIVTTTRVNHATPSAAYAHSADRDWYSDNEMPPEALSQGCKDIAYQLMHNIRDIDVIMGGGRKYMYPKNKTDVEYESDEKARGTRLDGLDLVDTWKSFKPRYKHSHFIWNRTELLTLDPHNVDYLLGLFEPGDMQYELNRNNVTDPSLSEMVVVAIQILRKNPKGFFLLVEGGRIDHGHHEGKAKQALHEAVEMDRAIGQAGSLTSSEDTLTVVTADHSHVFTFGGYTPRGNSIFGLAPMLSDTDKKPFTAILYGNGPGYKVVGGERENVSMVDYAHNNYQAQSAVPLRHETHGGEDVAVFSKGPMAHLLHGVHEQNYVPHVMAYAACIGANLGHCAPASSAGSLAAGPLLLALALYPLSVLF
Ecoli tolC: growth inhibitors of E. coli BW25113 tolC mutant | OD615 | growth inhibition, % at 10 µM (by protocol) | 65,000 tested, 2.2% active;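 active means growth inhibition at or above a cutoff equal to the mean over every tested compound plus 3 SD, cut at about 60% in these data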;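 further: growth measured after 20 h incubation at 37 °C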
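System: E. coli ΔtolC::kan strain BW25113; Buffer or medium: LB broth supplemented with 50 µg/mL kanamycin; Compound: 10 µM final, single dose; Incubation: bacterial growth with compound for 20 h at 37 °C; Signal: A615 absorbance measurement; Evaluation: growth inhibition in percent.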
M1 antag: blocks the rat M1 muscarinic receptor response to acetylcholine. P08482. CHO-M1 cells, Fluo-4 calcium, ACh EC80 antagonist mode; stronger effect = lower value. B-score at 10 µM. 64,000 tested, 3.4% active;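 active means calcium fluorescence response, raw or row-and-column corrected B-score, differing from the plate sample mean either way at a set confidence level, mostly lower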
Target sequence (P08482 whole entry, looked up): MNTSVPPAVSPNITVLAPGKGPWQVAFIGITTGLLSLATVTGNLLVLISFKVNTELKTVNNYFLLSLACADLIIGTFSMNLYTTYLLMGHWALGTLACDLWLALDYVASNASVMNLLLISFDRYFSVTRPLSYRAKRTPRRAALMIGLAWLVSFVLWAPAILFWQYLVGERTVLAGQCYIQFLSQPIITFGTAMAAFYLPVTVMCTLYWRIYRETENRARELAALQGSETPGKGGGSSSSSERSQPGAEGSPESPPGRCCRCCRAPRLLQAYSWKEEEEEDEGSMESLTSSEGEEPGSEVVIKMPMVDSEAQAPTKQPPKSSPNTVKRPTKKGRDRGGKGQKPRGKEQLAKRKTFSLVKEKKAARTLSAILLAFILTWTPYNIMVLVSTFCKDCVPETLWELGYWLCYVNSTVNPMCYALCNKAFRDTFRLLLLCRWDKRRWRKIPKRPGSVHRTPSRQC
Jurkat viability: reduces viability or proliferation of Jurkat cells; inhibition, % at 4 µM; Jurkat E6.1 viability, ATP luminescence, 48 h; 56,000 tested, 1.2% active; AID 463;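 active means inhibition above the mean inhibition of all tested compounds plus 3 SD, cut at about 28% in these data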
D1 mod: allosterically modulates the human D1 dopamine receptor; P21728; HEK293 D1, CRE-luciferase, dopamine EC30 potentiation; actives deviate in either direction; B-score at 10 µM; 58,000 tested, 5.9% active;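 active means luminescence count or its row- and column-corrected plate score outside the 99.7% band of the plate's sample wells, on either side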
M1 agonist: agonists of M1 muscarinic receptor. CHO-M1 cells, Fluo-4 calcium fluorescence, agonist mode; stronger effect = higher value. B-score at 10 µM. 64,000 tested, 3% active. AID 626;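 active means fluorescence rise, raw or as B-score row- and column-corrected plate score, outside the 99.7% band of its plate's samples, either direction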
NADH enzymes: blocks coupling enzymes of NAD/NADH assays. 65,000 tested, 0.02% active. coupled PK/LDH NADH assays, four targets. IC50, µM (highest dose often 10 µM), for the others: at the top dose inhibition;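 active means single-dose screening hits from any of four coupled enzyme assays that gave an IC50 when retested across doses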;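 further: the DPM-DC format reads NADH fluorescence rather than 340 nm absorbance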
Starred values were filed as active, the others as inactive; nt = not tested or not shown; [ ] = another dose, or the depositor's remark. Rows are unselected; about 15% have a hit in one of these screens.

SMILES | SF-1 act | HEK293 NFkB inh | TNAP act mid DEA | Ecoli tolC | M1 antag | Jurkat viability | D1 mod | M1 agonist | NADH enzymes
Cc1c(O)c(CN2CCCC(C)C2)cc2c3c(c(=O)oc12)CCC3 (configuration not stated) | 5 | nt | 0.8 | 13 | 0.4 | nt | -0.67 | -0.54 | 4%[fluoresces]
Cc1ccc2c(c1)C(O)(c1c(C)[nH]c3ccccc13)C(=O)N2 (configuration not stated) | 22 | -10 | 1.1 | 4 | -0.37 | -1 | 0.015 | 0.67 | 9%
COc1cccc(-c2nnc(SCC(=O)N3CCCC3=O)n2-c2ccccc2)c1 | 2 | 12 | 1 | 9 | 0.21 | -2 | nt | -0.12 | 5%
O=C(CSc1nc2ccccc2c(=O)n1Cc1ccco1)N1CCCCCC1 | 9 | 6 | 0.9 | 4 | -1.1 | 2 | nt | 2* | 7%
COc1cc(C(=O)OC(C)CN2CCN(C)CC2)cc(OC)c1OC (configuration not stated) | -3 | 16 | 1 | 3 | 0.12 | 6 | -0.72 | -0.31 | 2%
OCCN1CCN(CC(O)COc2ccc3ccccc3c2)CC1 (configuration not stated) | -7 | 7 | 1 | -12 | 0.37 | 4 | -0.83 | -0.77 | 3%
CC(=O)c1ccc(OCC(C)C)c(CN2CCCCC2)c1 | 14 | 4 | 0.9 | -22 | -2 | -4 | 0.3 | -0.55 | 9%
CCOc1ccc(C(=O)N2CCCCCC2)cc1 | 4 | 7 | 0.9 | -1 | 0 | -1 | nt | -0.22 | 3%
C=CCC(C#Cc1ccccc1)N(C)C (configuration not stated) | 6 | 12 | 0.9 | -17 | 0.94 | nt | 0.72 | 1.1 | 7%
Cc1ccc(N(CC(N)=O)C2SC(=O)N(Cc3ccccc3)C2=O)cc1 (configuration not stated) | 10 | 12 | 0.9 | -1 | 0.0058 | 5 | nt | -0.13 | 6%
O=C(c1ccccc1)N1CCN(c2ccc(NCc3ccc4c(c3)OCO4)cc2)CC1 | -2 | 11 | 0.9 | 13 | 0.045 | 3 | -1.5 | -2.2 | 1%
COC(=O)C1CCN(C(=O)NC(C)(C)C)CC1 | -18 | 2 | 0.9 | -19 | 0.073 | -10 | 0.023 | 0.071 | 3%
COC(=O)C1=C(C)N2C(=O)CSC2=NC1c1ccc2c(c1)OCO2 (configuration not stated) | 7 | 4 | 1 | -5 | 0.054 | -1 | 0.017 | -0.098 | 6%
COc1ccc(C(C)NC(=O)C2CCCO2)cc1OC (configuration not stated) | -4 | 17 | 1 | -14 | -0.59 | 2 | 0.5 | -0.3 | 7%
COc1ccccc1-n1nnnc1S(=O)(=O)Cc1ccc(Cl)cc1 | -45 | 25 | 0.9 | 46 | -1.4 | 53* | -2.7 | 0.99 | 5%
COc1ccc(NC(=O)c2cc(C(C)C)on2)cc1OC | 7 | 0 | 0.9 | -2 | -1.6 | 3 | -0.95 | -0.18 | 4%
CC1CCN(C(=O)Cn2c(=O)n(Cc3ccc4c(c3)OCO4)c(=O)c3ccccc32)CC1 | -15 | 14 | 1 | 14 | nt | 4 | nt | nt | 3%
CC(C)(C)n1nc2c(c1NC(=O)COc1ccc(Cl)cc1)CSC2 | 2 | 6 | 0.9 | -11 | -0.17 | nt | 2.4 | -0.32 | 1%
OCc1ccccc1N=c1ssnc1Cl | 12 | 3 | 1 | 12 | -0.0072 | 4 | nt | -0.95 | 5%
CSc1nc2ccccc2n1C(=O)Oc1ccccc1 | -14 | 6 | 0.9 | 2 | 0.034 | -6 | 9.4* | 0.1 | 4%
CC(=O)c1cccc(NC(=O)C=C(C)C)c1 | 1 | 12 | 1 | -3 | 0.2 | -9 | 0.099 | 0.33 | 7%
CCN(CC)CCOc1ncnc2c1oc1ccccc12 | -3 | 11 | 0.9 | 6 | -1.6* | -2 | 0.35 | 0.091 | 4%
Oc1ccc(Cl)cc1CNCC1CCCO1 (configuration not stated) | 12 | 13 | 0.9 | 55 | 0.21 | 6 | 0.4 | 1 | 3%
COc1cccc(C2=CC(c3ccc(OC)c(OC)c3OC)n3nnnc3N2)c1 (configuration not stated) | -16 | 4 | 0.9 | 7 | -0.59 | 23 | 19* | 0.34 | 7%
O=C(NCc1cccs1)c1cnn2cccnc12 | 3 | 7 | 0.9 | -2 | 0.44 | -2 | 1.8 | 1.5 | 6%
CCOC(=O)N1CCN(C(=O)C(C)(C)Oc2ccc(Cl)cc2)CC1 | -15 | 16 | 0.9 | 6 | -2.6* | 7 | 1.9* | -0.25 | 6%
CC1(C)CC(=O)c2c(-c3cccnc3)n[nH]c2C1 | -6 | 12 | 0.7 | -19 | 0.33 | nt | 1.9 | 0.1 | 12%
COCCNC(=O)C(c1ccc(C)o1)N(C(=O)c1snc(C(N)=O)c1N)c1ccc(C)cc1 (configuration not stated) | 10 | -9 | 0.9 | -2 | 0.73 | 2 | 0.022 | 0.0095 | 4%
CCCC(=O)NC(C)c1nc2ccccc2n1CC (configuration not stated) | -2 | 10 | 1 | -22 | -0.059 | -2 | nt | 0.044 | 0%
O=C1c2ccccc2C(=O)N1CCc1ccccn1 | -5 | -6 | 1 | 2 | 0.0083 | -2 | 0.33 | -0.86 | 3%
CCn1c(SCC(N)=O)nnc1-c1ccc(S(=O)(=O)N2CCN(C)CC2)cc1 | 6 | 12 | 0.9 | 14 | 0.23 | 10 | -0.022 | 1.4 | 2%
CCOc1ccc(-c2nnc3ccc(SCC(=O)N4CCCCC4)nn23)cc1 | -12 | 18 | 0.9 | 1 | 0.28 | 2 | 0.84 | 0.01 | 6%
COc1ccc(C(O)C(CN2CCOCC2)c2ccccc2)cc1 (configuration not stated) | 3 | nt | 0.9 | 6 | 0.15 | nt | nt | 0.066 | 1%
COc1cccc(CNC(=O)C2CCN(S(=O)(=O)c3ccc(F)cc3)CC2)c1 | 6 | 7 | 0.9 | -5 | -0.014 | 6 | -0.78 | -0.3 | 3%
Cn1c(=O)c2c(nc(N3CCCCCC3)n2CC(=O)c2ccc(Br)cc2)n(C)c1=O | 6 | -10 | 0.9 | -13 | 0.49 | -8 | 0.1 | 0.76 | 9%
Cc1oc2ccc(O)c(CN3CCOCC3)c2c1C(=O)c1ccc(Cl)cc1 | -20 | 17 | 1 | 21 | -1.4 | 11 | -0.38 | 0.99 | 8%
COc1ccc(-n2nnnc2SCC#CCO)cc1 | -5 | 7 | 0.9 | -5 | 0.17 | 6 | -0.0038 | 0.82 | 7%
O=C(c1ccco1)N1CCN(C(=O)C2CCN(S(=O)(=O)c3cccc4nsnc34)CC2)CC1 | -1 | 3 | 0.9 | -27 | 0.56 | -2 | -0.093 | 0.093 | 2%
Cc1cc(NC(=O)CSc2c(C)[nH]c3ccccc23)no1 | -3 | 12 | 0.9 | 2 | -0.093 | 4 | nt | -0.76 | 5%
COc1ccc2c(c1)c(C(O)CN1CCC3(CC1)OCCO3)c(C)n2C (configuration not stated) | -6 | 9 | 0.9 | 17 | 0.079 | 0 | -0.2 | 0.13 | 7%
COc1ccc(C2=NOC(CN3C(=O)c4ccccc4S3(=O)=O)C2)cc1 (configuration not stated) | 67* | -47 | 0.9 | 24 | -0.75 | -3 | -2.9 | 2.7 | 1%
COc1ccc(N2CCN(C(c3cc(OC)ccc3OC)c3nnnn3Cc3ccco3)CC2)cc1 (configuration not stated) | -13 | 5 | 0.9 | 9 | nt | -8 | nt | nt | 3%
COc1ccc(N=c2oc3c(OC)cccc3cc2C(=O)NCc2ccco2)c(OC)c1 | -4 | -4 | 0.8 | -8 | -0.02 | 7 | -0.83 | -0.37 | 4%
COC(=O)c1ccc(/C(O)=C(\C#N)c2nc3ccccc3s2)cc1 | 84* | -51 | 1 | 65* | -2.4* | 1 | 0.016 | 2.7* | 7%
CNC(=O)c1cc2c(=O)n3cccc(C)c3nc2n1C | -5 | 15 | 1 | 2 | -0.00042 | 3 | 1.1 | -1.5 | 8%[fluoresces]
Cc1ccc(C)n1-c1cccc(N)c1 | 6 | 8 | 0.9 | 1 | 0.89 | -8 | -0.025 | -0.98 | 2%
COc1cc(OC)c(OC)cc1CNc1cc(C)ccc1OC | -13 | 6 | 0.9 | 3 | -0.53 | 6 | -0.2 | 0.043 | 3%
Cc1ccc(S(=O)(=O)N2CCC(C(=O)N[C@@H](C)C(=O)NCCc3ccccc3)CC2)cc1 | -6 | 3 | 0.9 | -6 | -0.3 | 3 | -0.31 | -0.39 | 3%

Part of the list above, tab-delimited:
smiles	SF-1 act	HEK293 NFkB inh	TNAP act mid DEA	Ecoli tolC	M1 antag	Jurkat viability	D1 mod	M1 agonist	NADH enzymes
Cc1cc(NC(=O)CSc2c(C)[nH]c3ccccc23)no1	-3	12	0.9	2	-0.093	4	nt	-0.76	5%
COc1ccc2c(c1)c(C(O)CN1CCC3(CC1)OCCO3)c(C)n2C (configuration not stated)	-6	9	0.9	17	0.079	0	-0.2	0.13	7%
COc1ccc(C2=NOC(CN3C(=O)c4ccccc4S3(=O)=O)C2)cc1 (configuration not stated)	67*	-47	0.9	24	-0.75	-3	-2.9	2.7	1%
COc1ccc(N2CCN(C(c3cc(OC)ccc3OC)c3nnnn3Cc3ccco3)CC2)cc1 (configuration not stated)	-13	5	0.9	9	nt	-8	nt	nt	3%
COc1ccc(N=c2oc3c(OC)cccc3cc2C(=O)NCc2ccco2)c(OC)c1	-4	-4	0.8	-8	-0.02	7	-0.83	-0.37	4%
COC(=O)c1ccc(/C(O)=C(\C#N)c2nc3ccccc3s2)cc1	84*	-51	1	65*	-2.4*	1	0.016	2.7*	7%
CNC(=O)c1cc2c(=O)n3cccc(C)c3nc2n1C	-5	15	1	2	-0.00042	3	1.1	-1.5	8%[fluoresces]
Cc1ccc(C)n1-c1cccc(N)c1	6	8	0.9	1	0.89	-8	-0.025	-0.98	2%
COc1cc(OC)c(OC)cc1CNc1cc(C)ccc1OC	-13	6	0.9	3	-0.53	6	-0.2	0.043	3%
Cc1ccc(S(=O)(=O)N2CCC(C(=O)N[C@@H](C)C(=O)NCCc3ccccc3)CC2)cc1	-6	3	0.9	-6	-0.3	3	-0.31	-0.39	3%

(cont.)
SMILES | SF-1 act | HEK293 NFkB inh | TNAP act mid DEA | Ecoli tolC | M1 antag | Jurkat viability | D1 mod | M1 agonist | NADH enzymes
CCOCCOc1nc2c(c(=O)n(C)c(=O)n2C)n1Cc1ccc(C)cc1 | 0 | 16 | 0.9 | 2 | 0.95 | 3 | 1.7 | 0.0027 | 1%
CN(CCNC(=O)CN1CCN(Cc2ccccc2Cl)C1=O)Cc1ccccc1 | -7 | 19 | 1.1 | -4 | 0.82 | nt | 0.19 | 0.62 | 8%
Cc1ccc(C)c(OCC(=O)Nc2ccc3c(c2)OCO3)c1C | 16 | -6 | 0.9 | 22 | nt | 26 | 0.27 | nt | 5%
COc1nc(OC)nc(N2CCC(C(=O)NCC3CCCCC3)CC2)n1 | 8 | 21 | 0.8 | 21 | 1.1 | 7 | -0.2 | 0.89 | 6%
